# MIN6 prolif = inducers of MIN6 beta-cell proliferation, primary screen, ATP luminescence, uHTS; MIN6 cells proliferation, ATPlite luminescence, 48 h; cells starved in 0.2% serum; 100% = growth in 10% serum; proliferation, % at 10 µM; actives 0.29% (n = 330,000); AID 2380, 2010;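 active = compounds whose signal lies at least 3.5 SD above the mean of all wells on their plate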;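 note: 0% = DMSO-treated cells in low-serum medium and 100% = 10% serum control; some compounds called inactive have numbers as strong as hits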
# hIAP block = human IAP inhibitors, primary screen, biochemical, luminescence, uHTS | Intestinal-type alkaline phosphatase (Homo sapiens), P09923 | purified IAP, CDP-Star luminescence, 30 min | inhibition, % at 10 µM | actives 0.12% (n = 330,000) | AID 2544, 2010;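 active = inhibition reaching a set limit with compound at 10 µM in the primary screen, cut at about 35% in these data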;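 note: plate controls were DMSO wells with enzyme for no effect and no-enzyme buffer wells for full effect; values of inactives mirror those of a sister screen read the other way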
# Target sequence (P09923 whole entry, looked up): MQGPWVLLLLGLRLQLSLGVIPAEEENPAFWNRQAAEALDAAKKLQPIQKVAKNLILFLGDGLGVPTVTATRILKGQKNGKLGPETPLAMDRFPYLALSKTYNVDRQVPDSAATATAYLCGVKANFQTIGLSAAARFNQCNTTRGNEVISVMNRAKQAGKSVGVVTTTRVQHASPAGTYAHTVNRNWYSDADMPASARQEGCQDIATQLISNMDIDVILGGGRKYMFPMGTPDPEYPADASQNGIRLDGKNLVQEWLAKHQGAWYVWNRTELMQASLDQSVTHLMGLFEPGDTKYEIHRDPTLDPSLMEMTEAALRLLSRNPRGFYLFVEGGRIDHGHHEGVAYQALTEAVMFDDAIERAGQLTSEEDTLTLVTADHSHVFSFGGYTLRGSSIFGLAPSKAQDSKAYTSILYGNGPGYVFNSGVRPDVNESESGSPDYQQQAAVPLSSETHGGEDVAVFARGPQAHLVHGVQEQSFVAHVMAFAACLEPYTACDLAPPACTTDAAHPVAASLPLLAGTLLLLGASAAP
# MPTP block = mitochondrial permeability transition pore inhibitors, primary screen, biochemical, isolated mouse mitochondria, absorbance; Ca2+ swelling absorbance, 30 min; inhibition, % at 10 µM; actives 1.4% (n = 360,000);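 active = inhibition of 50% or more, scaled per plate between neutral and stimulator controls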;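 note: 0% = DMSO wells given calcium and 100% = 1 mM EGTA wells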
# mIAP activ = activators of mouse IAP, primary screen, biochemical, luminescence, uHTS. intestinal alkaline phosphatase [Mus musculus]. AID 2805, 2010. actives 0.24% (n = 330,000). activation factor at 10 µM. muIAP, CDP-Star luminescence, 30 min; stronger effect = higher value; 1 = vehicle-only enzyme signal, 0 = enzyme-free wells;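 active = activation factor of at least 2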; note: the source names both 10 and 20 µM as test concentration; values of inactives mirror those of a sister screen read the other way
#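 Assay system: mouse IAP enzyme; Reagent: CDP-Star chemiluminescent phosphatase substrate; Compound: DMSO-dissolved test compounds; Incubation: 30 min, room temperature; Technique: luminescence from enzymatic CDP-Star hydrolysis; Controls: DMSO-only wells and no-enzyme negative control.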
# NR3A LBD binder = binders of NR3A ligand-binding domain, primary screen, biophysical, differential scanning fluorimetry, uHTS; AID 1259313, 2017; actives 2.5% (n = 340,000); Tm shift relative to glycine control, % at 25 µM; Glutamate receptor ionotropic, NMDA 3A (GRIN3A) ligand-binding domain; NR3A LBD differential scanning fluorimetry, Tm shift; 0% = protein alone, 100% = glycine-bound protein;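 active = melting temperature shift of at least 10% of the positive control shift, at one fixed dose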
# APOBEC3G inh = APOBEC3G DNA deaminase inhibitors, primary screen, biochemical, fluorescence, single-stranded DNA substrate, uHTS | AID 493012, 2011 | recombinant A3G, ssDNA deamination FAM/TAMRA fluorescence | inhibition, % at 20 µM | actives 0.28% (n = 330,000) | DNA dC->dU-editing enzyme APOBEC-3G (Homo sapiens), Q9HC16;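 active = inhibition of at least 40% at 20 µM, with no more than 30% in the related APOBEC3A deaminase screen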;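 note: plate controls were DMSO wells with A3G for no effect and wells lacking A3G enzyme for full effect; some compounds called inactive have numbers as strong as hits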
# Target sequence (Q9HC16 whole entry, looked up): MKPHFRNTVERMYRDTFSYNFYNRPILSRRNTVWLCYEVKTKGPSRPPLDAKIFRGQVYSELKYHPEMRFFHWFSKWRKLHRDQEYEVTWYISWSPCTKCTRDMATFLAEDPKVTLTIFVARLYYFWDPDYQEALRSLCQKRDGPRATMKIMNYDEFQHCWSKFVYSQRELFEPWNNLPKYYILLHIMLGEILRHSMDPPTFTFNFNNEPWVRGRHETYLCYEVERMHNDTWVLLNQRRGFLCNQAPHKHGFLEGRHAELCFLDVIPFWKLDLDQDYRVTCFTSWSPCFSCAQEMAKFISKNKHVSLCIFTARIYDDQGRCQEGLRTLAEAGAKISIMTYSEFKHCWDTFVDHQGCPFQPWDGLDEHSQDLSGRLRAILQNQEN
# mIAP block = inhibitors of mouse IAP, primary screen, biochemical, luminescence, uHTS | purified mouse IAP, CDP-Star luminescence, 30 min | inhibition, % at 10 µM | actives 0.2% (n = 330,000);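 active = inhibition of at least 40% at 10 µM in the primary screen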;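 note: plate controls were DMSO with enzyme for no effect and no enzyme wells for full effect; values of inactives mirror those of a sister screen read the other way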
# APOBEC3A inh = APOBEC3A ssDNA deaminase inhibitors, primary screen, selectivity assay for APOBEC3G inhibitor project, biochemical, FAM/TAMRA oligo cleavage fluorescence; DNA dC->dU-editing enzyme APOBEC-3A (Homo sapiens), P31941; recombinant A3A, FAM/TAMRA ssDNA deamination fluorescence; inhibition, % at 20 µM; actives 0.41% (n = 330,000);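 active = at least 40% inhibition at 20 µM here, with at most 30% in a related deaminase screen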;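 note: plate controls were A3A with DMSO for no effect and wells lacking A3A enzyme for full effect; some results filed as inactive read as strong as hits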
# Target sequence (P31941 whole entry, looked up): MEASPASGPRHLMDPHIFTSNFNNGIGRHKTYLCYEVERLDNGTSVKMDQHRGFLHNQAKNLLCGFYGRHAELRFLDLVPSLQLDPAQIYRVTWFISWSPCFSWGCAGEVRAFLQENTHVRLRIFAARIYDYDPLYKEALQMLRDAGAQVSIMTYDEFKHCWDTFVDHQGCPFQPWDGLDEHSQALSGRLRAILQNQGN
# hIAP activ = human IAP activators, primary screen, biochemical, luminescence, uHTS. Intestinal-type alkaline phosphatase (Homo sapiens), P09923. purified human IAP, CDP-Star luminescence, 30 min; stronger effect = higher value; 1 = vehicle-only enzyme, 0 = enzyme-free background. activation factor at 10 µM. actives 0.16% (n = 330,000). AID 2524, 2010;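 active = activation factor of the enzyme at least 2-fold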; note: the source names both 10 and 20 µM as test concentration; values of inactives mirror those of a sister screen read the other way
# An asterisk follows results filed as active; x = not tested or not shown.
SMILES,MIN6 prolif,hIAP block,MPTP block,mIAP activ,NR3A LBD binder,APOBEC3G inh,mIAP block,APOBEC3A inh,hIAP activ
O=C1CC(=O)C(n2cncn2)C(c2ccc(Cl)cc2Cl)C1 (stereo unspecified),-2,-15,-2.8,1,-3,-2,0,-2,1.1
C=CCNC(=S)Nc1sc2c(c1C(=O)OCC)CCN(C(=O)OCC)C2,-1,8,3.8,1,-1,-9,0,-5,0.92
C=CCn1cc(C(=O)OC)c(=O)c2cc(S(=O)(=O)N3CCCCCC3)ccc21,1,-15,3.9,1.1,-2,-5,-6,0,1.1
CCOC(=O)[C@H]1[C@H]2COc3cc(OC)ccc3[C@@H]2N2C(=O)N(c3cccc(Cl)c3)C(=O)[C@@]12C,-7,14,0.5,0.81,1,-5,19,2,0.86
CC(C)NC(=O)c1ccccc1NS(=O)(=O)c1ccc(Br)s1,1,-13,5.3,1,-6,-3,0,-1,1.1
O=C(CN1CCCCC1)NNC(=O)c1ccc([N+](=O)[O-])cc1,-1,-32,-2.7,0.99,0,-5,1,-1,1.3
CCCC(C)C(=O)Nc1ccc(C(N)=O)cc1 (stereo unspecified),-3,-13,1.3,1.1,1,-3,-11,3,1.1
O=C(CN1CCN(Cc2ccccc2)CC1)Nc1cccc(S(=O)(=O)N2CCCCCC2)c1,-3,0,-0.5,1.1,1,-3,-6,-2,1
Cc1cccc(C)c1NC(=O)CSc1nc(N2CCOCC2)nc(N2CCOCC2)n1,0,-21,0.1,0.99,1,7,1,-5,1.2
[N-]=[N+]=NC1c2ccccc2C(=O)N1Cc1ccccc1 (stereo unspecified),-2,-9,0.3,1,-1,-5,-2,-4,1.1
Cc1ccccc1SCC(=O)NC1CCOC1=O (stereo unspecified),2,-1,3.3,0.91,1,0,10,2,1
Cc1cccc(-n2c(C)cc(/C=N/O)c2C)c1,0,22,1.4,1,8,-8,-2,3,0.78
COC(=O)C(NC=O)C(O)(Cc1ccccc1)C(F)(F)F (stereo unspecified),-1,-90,-1.6,0.85,5,1,15,5,1.9
O=C(Nc1ccc(F)cc1)C(c1ccccc1)N1CCN(S(=O)(=O)c2ccccc2)CC1 (stereo unspecified),-4,-14,-5.3,1.4,-6,-1,-44,2,1.1
Cc1cccc([C@@H]2[C@@H]3C(=O)N(Cc4ccccc4)C(=O)[C@@H]3[C@]3(Cc4ccccc4)C(=O)N(c4ccccc4)C(=O)N23)c1,-5,3,1.1,1,3,-6,-4,-2,0.97
COCCN(CC(=O)Nc1cccc(C)c1C)C(=O)C1(c2ccccc2)CC1,2,14,-0.4,0.93,1,-5,7,-2,0.86
CCCCc1ccc(S(=O)(=O)NNC(=S)NCc2ccco2)cc1,-1,-3,83*,0.91,-6,-3,9,-1,1
Nc1ccn(C2CC(O)C(CO)O2)c(=O)n1 (stereo unspecified),0,-2,-2.6,1.1,-2,1,-11,6,1
COC(=O)c1ccc(OC(=O)C2CC(=O)N(c3cccc(C)c3)C2)cc1 (stereo unspecified),-1,12,-1.1,1,0,-2,0,4,0.88
C/C(=N\N=C(/N)SC1CC(=O)N(c2ccccc2)C1=O)c1cccs1 (stereo unspecified),0,-6,-0.3,1,-2,-2,-1,-2,1.1
COC(=O)C1(C)NC(c2ccco2)C2C(=O)N(c3ccc(C)cc3)C(=O)C21 (stereo unspecified),0,8,-0.1,1,1,0,-1,2,0.92
Cc1ccccc1C(=O)NNC(=O)C1CCN(C(=O)Nc2ccccc2)CC1,1,-6,-0.9,1,-1,-3,0,1,1.1
O=C(N/N=C/c1cc(Br)ccc1OC(=O)c1ccc(Br)cc1)c1ccncc1,-4,-70,-1.0,0.94,1,-8,6,0,1.7
Cc1c(C(=O)Nc2ccccc2)cn2c(nc3ccccc32)c1C#N,0,3,0.0,0.96,-1,-10,4,-7,0.97
Cc1cc(C)nc(Nc2ccc(N3CCOCC3)cc2)n1,-3,-6,-1.5,1.2,-2,-4,-19,-1,1.1
# Later entries:
SMILES,MIN6 prolif,hIAP block,MPTP block,mIAP activ,NR3A LBD binder,APOBEC3G inh,mIAP block,APOBEC3A inh,hIAP activ
O=C(Nc1ccccc1C(=O)O)c1cc(S(=O)(=O)N2CCOCC2)cs1,-2,-7,-0.2,0.92,6,-6,8,-4,1.1
NC(CCCCCP(=O)(c1ccccc1)c1ccccc1)C(=O)O (stereo unspecified),-1,-27,x,0.93,0,40,7,43,1.3
O=C(Nc1ccc(N2CCCCC2)cc1)c1ccc2c(c1)OCCO2,-4,-3,4.0,1,-2,-2,0,0,1
Cc1sc2nc(SCC(=O)NCCO)n(C)c(=O)c2c1C,-2,0,-1.7,0.98,-2,-4,2,0,1
CC1CCN(C(=O)C2CCN(S(=O)(=O)c3cnc[nH]3)CC2)CC1,0,8,0.4,1,-1,-1,0,0,0.92
CCc1ccc(C2c3[nH]c4ccccc4c3CCN2C(=O)c2ccc(=O)n(C)n2)cc1 (stereo unspecified),-3,-1,-1.8,0.97,-2,-13,3,-4,1
NC(=O)CN1C(=O)C(=O)N(Cc2ccccc2)C1=O,7,-6,-1.0,1.1,0,4,-5,4,1.1
CN1C(=O)c2ccc(C(=O)NCc3ccccn3)cc2C1=O,-2,-4,0.0,1,-1,-5,0,2,1
CC1CCCN(CCC(=O)Nc2ccc3c(c2)CCC3)C1 (stereo unspecified),-3,-10,-0.8,1,1,-7,-5,-5,1.1
COc1ccc(N(CC(=O)N/N=C(\C)CCc2ccccc2)S(=O)(=O)c2ccc(C)cc2)cc1,2,4,1.1,1.1,-1,-1,-7,4,0.96
Cc1ccc(C(=O)NC2CCN(CC(=O)Nc3cccc([N+](=O)[O-])c3)CC2)cc1,-5,-6,0.3,1.1,-2,3,-8,3,1.1
CCOC(=O)c1cn2nc(Oc3ccc(C(=O)OC)cc3)ccc2n1,0,14,3.0,1,0,7,0,2,0.86
CC(=O)NC(=S)Nc1cccc([N+](=O)[O-])c1,-2,-7,-1.2,1.1,-1,-7,-10,-5,1.1
CC(Oc1ccccc1)C(=O)Nc1cccc(F)c1 (stereo unspecified),3,3,-0.3,1,3,-6,0,-2,0.97
O=C(CC1Oc2ccccc2NC1=O)NC1CC1 (stereo unspecified),3,-4,-0.1,1.1,x,0,-6,1,1
O=C(c1ccccc1)N1N=C(c2ccccc2)CC1c1ccccc1O (stereo unspecified),-5,17,1.6,0.89,-17,0,11,1,0.83
CN1CCN(c2ccc(-c3cccc(NC(=O)COc4ccccc4)c3)nn2)CC1,-4,6,-2.3,0.97,-2,-9,3,-2,0.94
CC1(C)NC(C)(C)c2nonc2/C1=N\O,-2,-3,-0.2,1,0,-3,-3,22,1
CCOC(=O)c1c(C)[nH]c(C(=O)COC(=O)Cn2cc(C(F)(F)F)ccc2=O)c1C,2,5,1.1,0.98,3,-3,2,0,0.95
Nc1nonc1-n1nnc(C(=O)c2ccccc2)c1-c1ccccc1,-4,7,0.2,1,-5,6,0,3,0.93
O=C(NCCc1ccc(C(F)(F)F)cc1)c1ccc(Cl)nc1,-4,-1,-0.6,1,3,0,-1,1,1
Cc1cc(/C=N/NC(=O)c2nn(C)cc2Cl)c(C)n1-c1cccc(Br)c1,0,-8,2.5,0.99,-3,-5,1,2,1.1
O=C(N/N=C/C(Br)=C/c1ccccc1)C(O)c1ccccc1 (stereo unspecified),-6,1,1.8,1.1,1,-11,-8,-3,0.99
CCOC(=O)c1nnn2c1nc(N(CC)CC)c1ccccc12,9,18,1.0,0.97,0,-2,3,-3,0.82
CC(=O)Nc1ccc(C2NC(=S)N(c3ccccc3C(F)(F)F)C(C)=C2C(=O)N2CCOCC2)cc1 (stereo unspecified),-3,-4,0.9,0.94,0,-1,6,3,1
# Further records follow.
SMILES,MIN6 prolif,hIAP block,MPTP block,mIAP activ,NR3A LBD binder,APOBEC3G inh,mIAP block,APOBEC3A inh,hIAP activ
[N-]=[N+]=NCCN1CCN(Cc2ccccc2)CCC1=O,-2,-8,0.5,0.94,-1,0,6,2,1.1
CC1CCN(C(=O)COc2ccc(S(=O)(=O)N3CCOCC3)cc2)CC1,-4,-15,-0.6,1,2,-4,0,-1,1.1
COc1ccc(C2(C(=O)NCc3ccccc3Cl)CCOCC2)cc1OC,-1,-4,-1.1,1,1,-5,-2,22,1
COc1ccc(NC(=O)c2ccc(C)cc2)c(OC)c1,0,7,0.6,0.97,-4,-2,3,0,0.93
Cc1c(C(=S)Nc2ccccc2)cnn1-c1ccccc1,-1,-17,0.6,0.91,15*,-3,9,-1,1.2
CC(=O)Nc1ncc(N=Nc2cccc(C(F)(F)F)c2)s1,-3,22,0.5,0.72,-4,-9,28,-2,0.78
CC(C)NC(=O)C1CCCN(S(=O)(=O)c2ccc(-n3cnnn3)cc2)C1 (stereo unspecified),0,-15,0.8,1,2,-3,-5,-2,1.1
COc1ccc(CN2CCC(Cc3ccccc3)CC2)c(C)c1C,-4,-1,1.2,0.99,-3,-1,1,2,1
CC(C)Oc1ccc(C(=O)OCC(=O)NC2CCCCCC2)cc1,-2,3,-3.1,0.99,1,-8,1,-2,0.97
CCCCSCCCNC(=O)CS(=O)Cc1nc(-c2cccc(C)c2)oc1C (stereo unspecified),-1,8,5.7,0.96,1,-3,4,-4,0.92
CN(c1ccc(OCC(=O)OCC(=O)Nc2ccc(F)cc2)cc1)S(=O)(=O)c1ccc(Cl)cc1,0,-17,8.3,0.99,5,-5,1,-1,1.2
CC(C)N(Cc1nc(-c2ccccc2)no1)C(=O)Cc1ccccc1,2,8,-2.1,1,3,-11,-3,-9,0.92
CC(=O)c1cccc(N2C(=NC(=O)C3CCCCC3)SC3CS(=O)(=O)CC32)c1 (stereo unspecified),-3,-2,-0.1,1,0,0,0,-1,1
Cc1ccccc1-n1c(Cn2c(=O)sc3ccccc32)nnc1SCC(=O)NCC1CCCO1 (stereo unspecified),-1,8,-1.7,0.94,0,-9,6,1,0.92
CCN(CC)S(=O)(=O)c1ccc(NC(=O)c2cnc(C)cn2)cc1,-1,-14,-0.4,0.9,1,-7,10,-3,1.1
CCCCn1c(N)c(N(CCOC)C(=O)c2ccc(OCc3c(C)noc3C)cc2)c(=O)[nH]c1=O,-2,5,1.2,0.93,-1,-5,7,1,0.95
O=C(Nc1ccc2c(c1)OCCO2)c1cc2ccccc2o1,-5,-24,-0.5,1,-3,-4,-3,-1,1.2

# Laid out differently: results already given.
Compound | MIN6 prolif | hIAP block | MPTP block | mIAP activ | NR3A LBD binder | APOBEC3G inh | mIAP block | APOBEC3A inh | hIAP activ
COc1ccc(C2(C(=O)NCc3ccccc3Cl)CCOCC2)cc1OC | -1 | -4 | -1.1 | 1 | 1 | -5 | -2 | 22 | 1
CC(=O)Nc1ncc(N=Nc2cccc(C(F)(F)F)c2)s1 | -3 | 22 | 0.5 | 0.72 | -4 | -9 | 28 | -2 | 0.78
[N-]=[N+]=NCCN1CCN(Cc2ccccc2)CCC1=O | -2 | -8 | 0.5 | 0.94 | -1 | 0 | 6 | 2 | 1.1

# High-throughput results as filed in PubChem BioAssay.
